# Screening data deposited in PubChem BioAssay by NCI.
# NCI-60 one-dose screen, 48 h, at 10 µM unless noted. Numbers give growth in % (100 = growth as untreated, 0 = no growth, -100 = all killed).
# K-562 = K-562 leukemia; AID 1794777; 7.4% of 78,000 active
# MOLT-4 = MOLT-4 leukemia cells; 6.9% of 80,000 active
# CCRF-CEM = CCRF-CEM leukemia | 7% of 77,000 active
# MDA-MB-435 = MDA-MB-435 melanoma; 7.8% of 82,000 active
# HOP-62 = HOP-62 NSCLC; 3.9% of 80,000 active; AID 1794735
# SR = SR leukemia cells | 8.7% of 73,000 active
# RPMI-8226 = RPMI-8226 leukemia cells; 7.5% of 77,000 active; AID 1794781
# MDA-MB-468 = MDA-MB-468 breast cancer; 8.5% of 78,000 active
# * hit, by the source's call; . = no result given; & = joins results of further samples. The calls were made as follows: active = growth percent below 10; inactive = the rest. Rows are unselected, and some 15% of all compounds hit somewhere here.
# The line under a structure holds: K-562	MOLT-4	CCRF-CEM	MDA-MB-435	HOP-62	SR	RPMI-8226	MDA-MB-468
O=C(c1ccc(-c2ccccc2)cc1)c1ccc(-c2ccccc2)cc1
 : 95	86	94	107	102	90	.	121
COc1ccc(-n2nnc3c(N)c(C#N)c(N)nc32)cc1
 : .	92	96	104	95	90	99	118
CC(C)CCC[C@@H](C)[C@H]1CC[C@H]2[C@@H]3CC=C4C[C@@H](C(C(=O)O)C(=O)O)CC[C@]4(C)[C@H]3CC[C@]12C
 : -48*	-56*	-24*	-56*	-55*	-40*	-27*	-32*
Cn1ncc2ncc(-c3ccc4ncnc(N5CCc6cc(F)c(Cl)cc65)c4c3)cc21
 : 84	.	110	95	74	101	95	.
CN1CCC2(CC1)Oc1ccc(Cl)cc1C1CC(c3ccc(F)cc3)=NN12 (centres undefined)
 : 85	80	89	98	98	90	78	79
CN(C)c1ccc(/C=C/c2cc[n+](C)c(/C=C/c3ccc(N(C)C)cc3)c2)cc1
 : 4.8*	-26*	7.0*	-49*	19	-34*	-26*	-13*
COCC(C)OC(=O)c1ccccc1 (centres undefined)
 : 104	105	109	102	98	102	111	110
CC1(C)C(=O)OCC2=C1CCCC2
 : 100	103	101	86	107	.	98	95
COc1ccc(N=Nc2c(N)nn3c(-c4ccc(F)cc4)c(-c4nc5ccccc5s4)c(N)nc23)cc1
 : 103	97	101	101	92	119	106	96
O=C1NC(=S)NC(=O)C1=Cc1cn(Cc2cn(Cc3ccc(Cl)cc3Cl)nn2)c2ccccc12
 : 107	112	98	103	98	.	111	99
CCOC(=O)c1ccc2n1CCc1cnc(NC3CCCC3)nc1-2
 : 17	106	46	94	.	95	103	86
Nc1nc(Nc2ccc(Cl)cc2)c2cc[nH]c(=O)c2n1
 : 95	93	94	111	116	.	98	135
COc1cc(OC)cc(-c2ccc(-c3ccc(C(=N)N)cn3)s2)c1
 : 0.7*	49	8.5*	82	86	6.6*	-2.0*	64
CC(C)c1sc(NC(=O)c2cc(NC(=O)c3cc(NC(=O)c4cscn4)cn3C)cn2C)nc1C(=O)NCCCN(C)C
 : 8.9*	5.5*	1.2*	2.2*	16	-8.7*	95	-63*
O=[N+]([O-])c1ccc(-c2nnc(SCc3ccc(O)c4ncccc34)n2-c2ccccc2)cc1
 : 21	43	21	14	23	41	18	20
CS(=O)(=O)c1ccc(C(=O)N/N=C/c2ccc(Cl)cc2Cl)cc1
 : 102	96	113	102	90	104	108	82
CCCS(=O)(=O)Oc1ccc(-c2cn3ccsc3n2)cc1
 : 96	100	98	94	106	85	95	94
N#C/C(=C1/C(=O)Nc2ccccc21)c1nnc(NC(=O)c2ccc(-n3c(=O)[nH]c4ccccc4c3=O)cc2)s1
 : 16	0.1*	7.7*	-85*	54	17	12	13
O=C(c1ccccc1)c1ccc(Sc2ccccc2)cc1
 : 81	89	99	89	100	105	91	99
COc1ccc2nc(NC(=O)c3cc(-c4cc(OC)c(OC)c(OC)c4)n4nc(-c5ccccc5)cc4n3)sc2c1
 : 107	106	87	94	97	100	92	90
Nc1nc(-c2no[n+]([O-])c2-c2csc(N)n2)cs1
 : .	103	103	97	107	107	109	.
O=C(NCCCl)c1cccc(Cl)c1
 : 90	99	95	102	105	94	101	99
COCO[C@@]12C(=O)N(C)c3cccc(c31)C=C1C(C)(C)N(Cc3ccc(OC)cc3OC)C(=O)[C@]12C(=O)OC
 : .	.	96	98	95	.	99	84
CC(=O)N1C(=S)NC(C)=C(C(=O)OC(C)C)C1c1ccc2c(c1)OCO2 (centres undefined)
 : 83	95	81	102	89	90	74	104
Cc1ccc(/C=N/Nc2ccc([N+](=O)[O-])cn2)cc1
 : 77	82	71	113	126	71	.	104
Cn1ccc(Nc2nccc(Oc3ccc(C(=O)Nc4cccc(F)c4)c(Cl)c3)n2)c1
 : 71	83	58	81	100	98	107	-12*
CC(C)(CC(=O)O)CC(=O)O
 : 107	100	105	100	111	99	104	96
Clc1ccc2c(OCCCn3ccnc3)c3oc4ccc(Cl)cc4c3nc2c1
 : 31	16	52	81	82	44	72	42
COc1ccc(/C=C/c2nc(N3CCOCC3)c3cc(Cl)c(Cl)cc3n2)cc1OC
 : 70	95	94	96	102	66	89	67
N#Cc1c(-c2ccc(Cl)cc2)nc(SC(=O)c2ccccc2)[nH]c1=O
 : 101	109	110	105	95	105	112	104

# Shown as labelled records: part of the list above.
COCC(C)OC(=O)c1ccccc1 (centres undefined)
  K-562: 104; MOLT-4: 105; CCRF-CEM: 109; MDA-MB-435: 102; HOP-62: 98; SR: 102; RPMI-8226: 111; MDA-MB-468: 110
CC1(C)C(=O)OCC2=C1CCCC2
  K-562: 100; MOLT-4: 103; CCRF-CEM: 101; MDA-MB-435: 86; HOP-62: 107; SR: .; RPMI-8226: 98; MDA-MB-468: 95
COc1ccc(N=Nc2c(N)nn3c(-c4ccc(F)cc4)c(-c4nc5ccccc5s4)c(N)nc23)cc1
  K-562: 103; MOLT-4: 97; CCRF-CEM: 101; MDA-MB-435: 101; HOP-62: 92; SR: 119; RPMI-8226: 106; MDA-MB-468: 96

# Following part.
# The line under a structure holds: K-562	MOLT-4	CCRF-CEM	MDA-MB-435	HOP-62	SR	RPMI-8226	MDA-MB-468
CNC(=O)c1cc(-c2ccc(NC(=O)Nc3ccc(C)cc3)cc2)nc2cccnc12
 : .	.	93	109	91	.	89	-14*
O=C(Nc1ccc(N=Cc2c(O)[nH]c3ccccc23)cc1)Nc1nccs1
 : 17	32	.	-53*	37	11	84	-2.3*
N#C/C(=C/c1cc(Cl)cc(Cl)c1O)C(N)=O
 : 105	103	113	109	98	94	127	.
COC1=C[C@@]23CCC(=O)N2CCc2cc4c(cc2[C@H]3[C@H]1OC(=O)[C@H](C)O)OCO4
 : 101	102	93	106	94	94	100	100
O=C(NNC(=O)c1cccc2ccccc12)c1ccc(Cl)c(Cl)c1
 : 89&101	98&100	103&99	102&108	109&108	94&104	93	103&99
CCOc1ccc(-n2nnc3cnc(Nc4cnn(CC)c4)nc32)cc1
 : 83	77	86	80	84	43	83	90
CN1CCN(Cc2ccc(NC(=O)c3cncc(C#Cc4c(N)ncc5ccccc45)c3)cc2C(F)(F)F)CC1
 : -37*	-41*	-7.0*	-90*	-84*	-43*	-38*	-72*
Cc1nn(C)c2ncnc(Nc3ccccc3Br)c12
 : 97	96	93	106	101	85	95	107
O=C1/C(=C/c2cccc3ccccc23)SC(=S)N1Cc1ccco1
 : 91	105	91	70	108	93	83	48
O=C1c2ccccc2C(=O)N1CCBr
 : 119	82	128	105	99	75	119	110
O=C(COc1ccc(-c2nc3cc(Cl)c(Cl)cc3[nH]2)cc1)N=Nc1c(O)[nH]c2ccc(Cl)cc12
 : 5.6*	47	24	83	90	31	56	68
C/C(=N\N=C(N)N)c1cccs1
 : .	.	96	108	96	.	90	93
COc1cc2c(=O)n(C3CCN(C)CC3)c3c4cc[nH]c4ncc3c2cc1OC
 : 33	32	43	18	52	21	74	.
COc1ccc(CCN2C(=O)CCSC2=S)cc1
 : 29	64	30	4.0*	19	18	8.1*	11
COc1ccc(-c2cc(-c3ccccc3)nc(SCCCC(=O)O)n2)cc1OC
 : 72	113	102	51	101	61	102	86
Cc1cccc(Cc2cnc(NC(=O)CSc3nnc(Cc4ccccc4Nc4c(Cl)cccc4Cl)o3)s2)c1
 : 61	74	84	93	69	63	88	87
COc1ccc(-c2nc3ccc(-c4nnc(SCC(=O)Nc5ccc(C(=O)/C=C/c6ccc(Cl)cc6)cc5)o4)cc3[nH]2)cc1
 : 94	88	96	99	99	68	80	98
Nc1nc(-c2cccc(F)c2)c2cc[nH]c(=O)c2n1
 : 98	93	.	118	97	111	113	107
Clc1cccc(N=Cc2ccc3c(c2)OCO3)c1Cl
 : 101	93	86	103	100	92	93	103
Cc1ccc(C)[nH]1
 : 120	106	.	110	104	108	104	109
Cn1ccc(=S)c2ccccc21
 : 104	96	102	105	98	93	106	101
O=C(OCc1ccccc1)C(=O)OCc1ccccc1
 : 76	109	137	110	123	93	117	117
COc1ccc(/C=C/C(=O)c2cc3c(N)c(C(=O)Nc4cccc(Cl)c4C)sc3nc2C)cc1
 : 13	19	11	-28*	21	16	-12*	17
Cc1ccc(-c2nc3ccccc3c(=O)n2/N=C/c2cccc3ccccc23)cc1
 : 65	56	55	69	83	50	74	81
Clc1ccccc1C=NC1CCCCC1
 : 119	106	98	111	109	110	92	111
COc1cc2ccc(C=O)cc2cc1OC
 : 95&91	95&90	100&94	109&102	97	98&100	94&96	97
CC1(C)C2CC1C1(/C=N/NC(N)=S)C(C2)C(C#N)(C#N)C1(C#N)C#N (centres undefined)
 : 14	11	16	89	108	4.6*	30	77
OCCCOc1ccc(Cl)cc1Cl
 : 90	94	78	98	82	.	67	100
O=C1/C(=C/c2ccccc2)SC(=S)N1N1CCOCC1
 : 103	107	98	105	100	120	108	95
COc1ccc(/C=N/c2n[nH]c(Nc3ccc(OC)cc3)n2)cc1
 : 97	106	105	103	99	104	108	114

# The line under a structure holds: K-562	MOLT-4	CCRF-CEM	MDA-MB-435	HOP-62	SR	RPMI-8226	MDA-MB-468
NCC(=O)CCC(=O)O
 : 109	108	109	108	99	.	118	100
CN1CCN(c2nc(-c3csc(-c4cccs4)n3)cc3ccccc23)CC1
 : -36*	9.5*	31	12	68	2.5*	13	20
C=C1CCC2C3(C)COC(c4ccccc4)OC3CCC2(C)C1/C=C/C1=CCOC1=O (centres undefined)
 : 32	46	-47*	31	113	.	-37*	29
CN(C)c1cccc2ccccc12
 : 110	107	109	109	94	95	96	91
O=C(O)c1ccc(-n2cc(CNc3ccc(Cl)cc3)c(-c3ccc(C(F)(F)F)cc3)n2)cc1
 : 37	61	67	79	63	119	85	95
O=C(O)c1ccc(-c2nn(-c3ccc(C(F)(F)F)cc3)cc2/C=N/NS(=O)(=O)c2ccccc2)cc1
 : 102	100	95	109	103	101	101	113
O=C(/C=C/c1coc(-c2ccc(Cl)cc2)n1)c1ccc(Br)cc1
 : 96	93	96	107	109	109	102	117
CC(C)(C)COC(=O)C(C)(C)C
 : 125	122	97	108	114	96	98	112
CC(C)=CCC/C(C)=C/COC(=O)/C=C\C(=O)NC(N)=O
 : 91	100	.	96	97	56	73	75
CCCCCCc1ccc(C(O)CN(CCCCC)CCCCC)cc1 (centres undefined)
 : 63	88	74	101	98	70	57	78
CC(C)(C)C(=O)Nc1ccc(NC(=O)C(C)(C)C)cc1
 : 91	96	99	109	123	92	.	.
CCOC(=O)[C@@H]1CCCN(S(=O)(=O)c2ccc(S(=O)(=O)N(CC)CC)c(F)c2)C1
 : 37	79	85	76	75	60	61	36
Fc1ccc(-c2nc(-c3nc4cc(Cl)c(Cl)cc4[nH]3)cc3c2[nH]c2ccccc23)cc1
 : 53	51	60	74	83	61	44	69
Cc1ccc(-c2cc(NC(=S)NC(=O)c3cccs3)n[nH]2)cc1
 : 107	106	101	107	123	94	98	118
O=C(CCN1C(=O)/C(=C/c2ccccc2)SC1=S)NCCCN1CCOCC1
 : 88	102	97	93	106	92	93	96
CC(C)C(=O)OCCCCCOC(=O)C(C)C
 : 123	115	.	99	106	100	104	89
CC(=O)Oc1ccc(OC(C)=O)cc1
 : .	.	56	104	106	.	60	121
COc1cc(-c2nnc(SC)n2-c2ccc(Cl)cc2)c(O)c2ccccc12
 : 57	63	70	91	82	62	81	97
O=C1/C(=C/c2ccc(O)cc2O)Oc2cc(O)ccc21
 : 109	108	110	104	100	121	111	98
COc1cc(C2SCC(=O)N2c2ccc(F)cc2)ccc1OCC(=O)Nc1ccc(C(C)=O)cc1 (centres undefined)
 : 101	81	104	104	97	86	104	98
O=C1/C(=C/c2cc(F)cc(F)c2)Cc2c(F)cc(Br)cc21
 : 95	92	98	96	105	77	98	95
Cn1cc(-c2nonc2-c2cn(C)c3ccc(F)cc23)c2ccccc21
 : 9.9*	16	15	-26*	33	31	14	0.8*
O=C(CSc1nc2ccccc2c(=O)n1-c1ccccc1)Nc1cccc(C(=O)/C=C/c2ccc(Br)cc2)c1
 : 88	94	93	94	120	78	16	87
Cc1ccc(NC(N)=O)cc1
 : .	105	97	102	131	105	112	110
N#C/C(=C(\CCCO)NC(CCC(=O)O)C(=O)O)c1nc2ccc(Br)cc2c(=O)[nH]1 (centres undefined)
 : 97	73	99	128	97	73	97	.
COc1cc([C@H]2OC[C@H]3[C@@H]2CO[C@@H]3c2ccc(O)c(OC)c2)ccc1O
 : 99	109	94	107	81	67	72	100
Cc1nc2c(c(NC(=O)c3ccc(Cl)cc3)nn2C)c(C)c1Cl
 : 61	90	88	30	91	69	92	110
Cc1ccc(C(=O)CSc2nnc3n2N=C(c2ccc(C)cc2)CS3)cc1
 : 104	74	99	102	102	98	96	109
CC1=C(C(=O)n2nc3ccccc3n2)C(c2ccc(Cl)cc2)C(C(=O)n2nc3ccccc3n2)=C(C)N1
 : 89	93	103	116	108	94	100	110
CC(Cc1ccccc1)(c1ccccc1)[N+](C)(C)C (centres undefined)
 : 108	105	117	92	93	107	109	101
CN1C(=O)C(Nc2ccc(C(=O)Nc3ccccc3)cc2)=C(c2ccccc2)C1=O
 : 91	81	75	94	83	77	71	98
COc1ccc(/C=N/NC(=O)COc2ccc(NC(=O)Nc3ccc(Cl)cc3)cc2)cc1
 : 104	92	102	105	98	72	99	97

# Exported tab-delimited: 5 of the compounds above
Molecule	K-562	MOLT-4	CCRF-CEM	MDA-MB-435	HOP-62	SR	RPMI-8226	MDA-MB-468
CC(C)=CCC/C(C)=C/COC(=O)/C=C\C(=O)NC(N)=O	91	100	.	96	97	56	73	75
CCCCCCc1ccc(C(O)CN(CCCCC)CCCCC)cc1 (centres undefined)	63	88	74	101	98	70	57	78
CC(C)(C)C(=O)Nc1ccc(NC(=O)C(C)(C)C)cc1	91	96	99	109	123	92	.	.
CCOC(=O)[C@@H]1CCCN(S(=O)(=O)c2ccc(S(=O)(=O)N(CC)CC)c(F)c2)C1	37	79	85	76	75	60	61	36
Fc1ccc(-c2nc(-c3nc4cc(Cl)c(Cl)cc4[nH]3)cc3c2[nH]c2ccccc23)cc1	53	51	60	74	83	61	44	69
